# High-throughput results deposited in PubChem BioAssay by Sanford-Burnham Center for Chemical Genomics.
# CHOP UPR activ: activators of apoptotic CHOP UPR arm, primary screen, cell-based, CHO-CHOP luciferase reporter, luminescence, uHTS; UPR activation; percent of tunicamycin response over DMSO baseline; activation, % at 10 µM; 330,000 compounds, 0.34% hits;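 active = at 10 µM dose, activation of 40% or more, normalized to positive control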;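 note: 100% = tunicamycin at 10 µg/mL and 0% = DMSO alone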
#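 Assay system: CHO cells with stable CHOP pathway luciferase reporter; Buffer or medium: F12 plus 10% serum; Times: 16-18 h cell attachment, then 6 h compound exposure, 37 °C; Signal: luciferase luminescence; Read-out basis: percent activation relative to tunicamycin control; Control set: tunicamycin high control, DMSO low control.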
# tim10-1 inh: growth inhibitors of tim10-1 mutant yeast, primary screen, luminescence, uHTS | inhibition, % at 20 µM | 330,000 compounds, 2.2% hits | AID 463190, 2010 | S. cerevisiae tim10-1 ts strain growth, BacTiter-Glo, 24 h;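 active = inhibition of at least 40%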;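 note: mutant grown at 25 °C; 0% = DMSO wells with yeast and 100% = wells holding no yeast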
# Jurkat NFkB inh: inhibitors of induced NF-kB luciferase reporter, primary screen, TCR NF-kB activation inhibitor project, cell-based, luminescence, uHTS; Jurkat, PMA/ionomycin-induced NF-kB luciferase reporter; inhibition, % at 4 µM; 330,000 compounds, 0.53% hits; in the data active = inhibition above about 50%
# tim23-1 inh: growth inhibitors of tim23-1 mutant yeast, primary screen, luminescence, uHTS | 330,000 compounds, 1.3% hits | inhibition, % at 20 µM | S. cerevisiae tim23-1 growth, BacTiter-Glo luminescence, 24 h;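 active = growth inhibition of the mutant yeast at or above 50%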;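 note: temperature-sensitive mutant grown at 25 °C; plate controls were DMSO-treated mutant yeast for no effect and medium wells lacking yeast for full effect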
# UPR XBP1 act: activators of adaptive XBP1 UPR arm, primary screen, cell-based, CHO-XBP1 luciferase reporter, luminescence, uHTS. IRE1-XBP1 UPR activation; percent of tunicamycin response, DMSO as zero. activation, % at 20 µM. 330,000 compounds, 0.33% hits. AID 463104, 2010;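 active = versus positive control, 20 µM dose yields 30% or more activation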;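 note: 100% = tunicamycin at 10 µg/mL and 0% = DMSO only wells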
#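 Material: CHO cell line with stable XBP1 luciferase reporter; schedule: 16-18 h cell attachment at 37 °C, then 6 h compound exposure; signal: glow luminescence from Steady-Glo reagent; medium: serum-containing F12 medium, 10% FBS; benchmarks: tunicamycin 10 µg/mL and vehicle-only wells; read-out: percent activation relative to tunicamycin reference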
# 697 NFkB inh: inhibitors of PMA/ionomycin-induced NF-kB reporter, 697 cells, primary screen, B-cell NF-kB inhibitor project, cell-based, luminescence, uHTS; 697 B-cell NF-kB luciferase reporter, 16 h; inhibition, % at 4 µM; 330,000 compounds, 0.33% hits; AID 435022, 2010; in the data active = inhibition above about 35%
# Mdm2-MdmX inh: inhibitors of human Mdm2-MdmX association, primary screen, cell-based, luminescence, split luciferase, SaOS-2, uHTS; SaOS-2 split-luciferase Mdm2/MdmX complementation; 330,000 compounds, 3% hits; inhibition, % at 8 µM; AID 485346, 2010; Protein Mdm4 (Homo sapiens) + E3 ubiquitin-protein ligase Mdm2 (Homo sapiens), …;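 active = inhibition of at least 50% at 8 µM in the primary screen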
# Target sequence (O15151 whole entry, looked up): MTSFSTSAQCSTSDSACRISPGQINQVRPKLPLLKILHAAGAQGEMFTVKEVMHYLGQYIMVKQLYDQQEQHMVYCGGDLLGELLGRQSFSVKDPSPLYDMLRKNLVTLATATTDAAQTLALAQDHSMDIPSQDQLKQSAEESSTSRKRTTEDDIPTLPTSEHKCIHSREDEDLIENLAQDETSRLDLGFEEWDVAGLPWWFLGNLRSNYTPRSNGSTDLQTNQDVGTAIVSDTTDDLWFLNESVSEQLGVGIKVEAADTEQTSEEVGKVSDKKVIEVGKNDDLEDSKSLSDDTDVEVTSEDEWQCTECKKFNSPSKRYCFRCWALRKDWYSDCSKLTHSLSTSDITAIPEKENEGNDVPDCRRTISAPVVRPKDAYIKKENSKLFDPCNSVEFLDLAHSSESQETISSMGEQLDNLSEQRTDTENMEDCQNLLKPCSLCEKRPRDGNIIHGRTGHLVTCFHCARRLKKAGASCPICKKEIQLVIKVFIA
# Target sequence (Q00987 whole entry, looked up): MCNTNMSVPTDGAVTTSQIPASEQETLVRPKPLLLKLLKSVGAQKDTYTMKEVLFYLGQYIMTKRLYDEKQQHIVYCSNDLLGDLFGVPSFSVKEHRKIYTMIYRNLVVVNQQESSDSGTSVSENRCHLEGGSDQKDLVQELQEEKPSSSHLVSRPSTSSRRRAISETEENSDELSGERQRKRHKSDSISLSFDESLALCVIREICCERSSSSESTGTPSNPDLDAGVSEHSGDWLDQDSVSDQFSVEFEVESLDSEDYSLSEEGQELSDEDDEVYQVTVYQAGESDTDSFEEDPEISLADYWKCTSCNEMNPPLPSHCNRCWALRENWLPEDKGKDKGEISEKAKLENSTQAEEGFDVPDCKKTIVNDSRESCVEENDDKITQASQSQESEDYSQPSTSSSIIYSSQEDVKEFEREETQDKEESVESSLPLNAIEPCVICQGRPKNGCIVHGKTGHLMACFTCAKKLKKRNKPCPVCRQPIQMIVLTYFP
# TIM10 inh: growth inhibitors of isogenic TIM10 control yeast, primary screen, counter-screen for tim10-1 yeast inhibitor project, luminescence, uHTS; inhibition, % at 10 µM; AID 463195, 2010; 330,000 compounds, 1.4% hits; S. cerevisiae TIM10 strain growth, BacTiter-Glo luminescence, 24 h;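 active = inhibition of 40% or more at the single tested concentration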;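 note: wild-type TIM10 isogenic control strain grown at permissive 25 °C; 0% = DMSO yeast wells and 100% = minimal medium wells without yeast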
# Starred values were filed as active, the others as inactive.
1	COc1ccc(NC(=O)N2CCC(c3ccccc3)C2)c(OC)c1 (centres undefined)
2	CN1CCN(S(=O)(=O)c2cc(C(F)(F)F)ccc2Cl)CC1
3	O=C(NC1CCCCC1)C1CCCN(S(=O)(=O)c2cnc[nH]2)C1 (centres undefined)
4	CCN(CC(=O)Nc1ccc(Cl)c(C(F)(F)F)c1)CC(=O)NC1CCS(=O)(=O)C1 (centres undefined)
5	CCOc1ccc(C(=O)Nc2ccc(Cc3ccncc3)cc2)cc1Br
6	COc1cc2c(cc1OC)C(c1ccccc1)N(C(=O)C(C)(C)C)CC2 (centres undefined)
7	O=C(CCC1CCCN(C(=O)Cn2cnnn2)C1)NCc1ccc(F)c(F)c1 (centres undefined)
8	Cc1nn(CCC#N)c(NC(=O)c2ccccc2)c1P(=O)(Nc1ccc(Br)cc1)N1CCOCC1 (centres undefined)

assay / compound	1	2	3	4	5	6	7	8
Jurkat NFkB inh	-11	-3	-13	-5	5	1	-3	-17
tim10-1 inh	15	-3	-5	2	8	35	-2	-6
TIM10 inh	0	1	5	-5	-10	23	-5	-7
tim23-1 inh	5	1	-8	5	-37	11	11	15
Mdm2-MdmX inh	4	13	-6	-7	13	-35	19	-3
697 NFkB inh	8	-5	-9	2	-5	-15	2	8
UPR XBP1 act	-1	-3	12	-1	-1	2	0	-2
CHOP UPR activ	3.5	2.6	0.2	-1.4	-1.6	-2.3	-0.8	1.6

9	Cn1nccc1C(=O)N1CCCC(Nc2ccc(F)cc2)C1 (centres undefined)
10	COc1ccc(OC)c(N(CC(=O)N2CCc3ccccc3C2)S(C)(=O)=O)c1
11	Cc1ccc(-c2cc(C(=O)n3cnc4ccccc43)c3ccccc3n2)cc1C
12	O=C1CCCc2c1cc(C(=O)NC1CCSC1=O)c(=O)n2-c1ccccc1 (centres undefined)
13	CCOc1ccc(C2C(C#N)=C(N)Oc3nc[nH]c(=O)c32)cc1OC (centres undefined)
14	Cc1cc(=O)oc2c1c(C)nn2-c1ccc(Br)cc1
15	O=C(O)CCc1nn2cc(-c3ccccc3)nc2[nH]c1=O
16	O=C(O)CCSc1nnc(-c2ccncc2)n1-c1ccccc1

assay / compound	9	10	11	12	13	14	15	16
Jurkat NFkB inh	1	3	-39	2	-9	9	-15	-4
tim10-1 inh	-5	-5	38	4	5	8	-4	-14
TIM10 inh	-2	-5	28	0	-9	9	-9	-3
tim23-1 inh	5	1	35	4	7	8	2	-14
Mdm2-MdmX inh	-2	7	-14	12	-4	31	7	-2
697 NFkB inh	-22	6	-113	8	-8	10	-92	-11
UPR XBP1 act	-1	-3	0	-3	-2	6	0	2
CHOP UPR activ	1.0	0.1	3.1	-3.1	-0.2	0.5	-0.7	1.3

17	COc1ccc(N(Cc2cc3cc(OC)ccc3[nH]c2=O)C(=O)c2cccnc2)cc1
18	Cc1noc(C)c1CSCC(=O)Nc1ccccc1N1CCCCC1
19	Cc1ccc2nc(/C(C#N)=C\c3ccc(OC(=O)c4cccs4)cc3)[nH]c2c1
20	CC(C(=O)NN=C(c1ccccc1)c1ccccc1)N1CCCC1 (centres undefined)
21	COc1ccc(NC(=O)CN2C(=O)C(C)Oc3ccccc32)cc1OC (centres undefined)
22	COC(=O)CN1C(=O)C2(C(C#N)=C(N)Oc3cc(C)oc(=O)c32)c2ccccc21 (centres undefined)
23	CC(=O)NC1C2CN3CCN(C2)CC1(Cc1ccccc1)C3 (centres undefined)
24	COc1ccc(OC)c(/C(C)=N\NC(=O)c2cc3cc(Cl)ccc3n2C)c1

assay / compound	17	18	19	20	21	22	23	24
Jurkat NFkB inh	-15	3	19	1	8	16	25	37
tim10-1 inh	-2	33	-2	-6	1	9	9	15
TIM10 inh	-8	-9	-1	-21	-9	1	-2	9
tim23-1 inh	16	29	-5	-12	1	9	12	32
Mdm2-MdmX inh	-6	3	30	-6	-3	-14	-1	49
697 NFkB inh	-6	-25	-120	-7	13	31	5	-9
UPR XBP1 act	-3	1	2	3	-2	0	1	-3
CHOP UPR activ	0.4	-0.4	6.2	-0.6	1.7	-0.5	1.7	2.3

# Taken from above:
# Under Mdm2-MdmX inh, no. 22 has -14
# Under TIM10 inh, no. 20 has -21

# Next entries:
25	CN1CCN(S(=O)(=O)c2ccc3c(c2)NC(=O)CS3)CC1
26	COc1cccc(NC(=O)COC(=O)c2nc3nccc(C)n3n2)c1
27	CC(/C=N/n1c(COc2ccccc2)n[nH]c1=S)=C\c1ccccc1
28	O=S(=O)(c1ccc(F)c(Cl)c1)N1CCN(C/C=C/c2ccccc2)CC1
29	Cc1ccc(Nc2nc(N)nc(CSc3ncccn3)n2)cc1
30	Cc1ccsc1C(=O)NNC(=S)NCC(C)C
31	COc1ccc(OC)c(CCNC(=O)CCc2nnc3ccc(N4CCCC4)nn23)c1
32	CC(C)N(C(=O)CN1CCN(S(=O)(=O)c2ccc(Br)s2)CC1)C(C)C

assay / compound	25	26	27	28	29	30	31	32
Jurkat NFkB inh	-1	-5	-2	-5	-97	4	-12	1
tim10-1 inh	-18	8	43*	-32	24	8	-1	16
TIM10 inh	6	3	34	-16	25	8	-14	25
tim23-1 inh	2	-2	51*	17	23	4	-3	24
Mdm2-MdmX inh	5	-17	3	2	-136	8	22	-3
697 NFkB inh	-20	-7	5	6	-123	8	-14	2
UPR XBP1 act	-3	-3	-1	-1	1	0	-5	-2
CHOP UPR activ	-1.9	-1.9	1.5	0.2	7.3	-1.1	1.8	-0.9

# The final 2 compounds of the section before are carried over, then new ones follow:
31	COc1ccc(OC)c(CCNC(=O)CCc2nnc3ccc(N4CCCC4)nn23)c1
32	CC(C)N(C(=O)CN1CCN(S(=O)(=O)c2ccc(Br)s2)CC1)C(C)C
33	CCOC(=O)c1[nH]c2ccccc2c1NC(C)=O
34	O=C(Cc1ccccc1)NN1C(=O)/C(=C/c2ccccc2C(=O)O)SC1=S
35	COc1ccc(OC)c2[nH]c(=O)c(CCNC(=O)C3CCCCC3)cc12
36	O=C(Cn1cnc2scc(-c3cccc([N+](=O)[O-])c3)c2c1=O)NCc1ccco1
37	CCOC(=O)N1CCN(C(=O)c2ccccc2SCC(=O)NCC2CCCCC2)CC1
38	CCc1cc(C)c(O)c(CC)n1
39	O=C(N=Nc1c(O)[nH]c2ccccc12)c1cccs1
40	Cc1cc(C)c(OCC(=O)OC(C)C(=O)NC2CC2)c(C)c1 (centres undefined)

assay / compound	31	32	33	34	35	36	37	38	39	40
Jurkat NFkB inh	-12	1	-8	-12	-1	5	-5	8	-106	7
tim10-1 inh	-1	16	-19	-6	9	20	6	-19	24	-5
TIM10 inh	-14	25	4	-5	-3	16	-4	-5	62*	-5
tim23-1 inh	-3	24	-9	6	13	17	-8	7	11	-1
Mdm2-MdmX inh	22	-3	0	-34	-1	8	9	22	-139	-1
697 NFkB inh	-14	2	-3	-5	5	0	-1	25	-112	-16
UPR XBP1 act	-5	-2	-1	-1	-2	3	-1	-2	1	-1
CHOP UPR activ	1.8	-0.9	2.5	-1.4	2.4	1.0	0.6	-1.1	3.1	-0.3

41	CN(C)NC(=S)Nc1cccc(C(F)(F)F)c1
42	O=C(CCCCCN1C(=O)c2ccccc2C1=O)Nc1ccccc1
43	O=S(=O)(c1ccccc1)c1cnc(-c2cccnc2)nc1-c1ccccc1
44	O=S(=O)(c1ccc2nc(COc3ccccc3)[nH]c2c1)N1CCOCC1
45	COc1ccc(-n2nnnc2/C=C\Nc2ccc(C)cc2)cc1
46	Cc1n[nH]c(=O)c2c(NC(=O)CSc3ccccc3F)oc(C)c12
47	Cc1c(-c2ccccc2)cnc2c(C)cccc12
48	Cc1cc(NC(=O)CN2CCc3ccccc3C2)nc2c1c(=O)oc1ccccc12

assay / compound	41	42	43	44	45	46	47	48
Jurkat NFkB inh	13	10	6	-8	-10	7	-12	-11
tim10-1 inh	16	-2	10	9	16	13	-7	24
TIM10 inh	4	19	9	6	5	6	-24	30
tim23-1 inh	-5	21	1	5	15	-5	11	53*
Mdm2-MdmX inh	16	-4	-20	22	-18	-3	13	17
697 NFkB inh	8	7	12	0	-46	-7	-3	-3
UPR XBP1 act	2	-5	2	-2	1	-2	-1	10
CHOP UPR activ	0.1	-1.0	-1.0	1.9	2.7	-0.7	1.4	-0.3

49	C=CCn1cccc(C(=O)Nc2ccc(OC)c(OC)c2)c1=O
50	COCCNC(=O)C(=O)NCCN1CCNCC1
51	Cc1noc(C)c1C(=O)OCC(=O)Nc1cccc(S(N)(=O)=O)c1
52	COc1ccccc1CNC(=O)C(NS(=O)(=O)c1ccc2c(c1)oc(=O)n2C)C(C)C (centres undefined)
53	COc1ccc(-c2nc(CS(=O)CC(=O)NC3CCCC(C)C3C)c(C)o2)cc1OC (centres undefined)
54	CCCC(C)C(=O)Nc1ccc(F)c(Cl)c1 (centres undefined)
55	c1ccc2[nH]c(-c3ccncc3)nc2c1
56	CCOc1ccccc1C(=O)NCC(=O)NCc1ccc(S(=O)(=O)N2CCOCC2)cc1

assay / compound	49	50	51	52	53	54	55	56
Jurkat NFkB inh	-24	3	11	-2	7	-21	-20	4
tim10-1 inh	9	-1	5	6	14	26	-18	-14
TIM10 inh	-8	6	0	3	8	8	-5	5
tim23-1 inh	6	0	7	4	7	36	8	5
Mdm2-MdmX inh	-10	8	-17	7	11	4	14	5
697 NFkB inh	3	0	18	-7	25	-14	11	15
UPR XBP1 act	1	1	1	-1	-4	0	1	-3
CHOP UPR activ	0.8	-0.8	-0.1	1.9	-1.8	-2.7	0.8	1.7

# Sorted by heavy-atom count (highest first): part of the list above.
11	Cc1ccc(-c2cc(C(=O)n3cnc4ccccc43)c3ccccc3n2)cc1C
34	O=C(Cc1ccccc1)NN1C(=O)/C(=C/c2ccccc2C(=O)O)SC1=S
15	O=C(O)CCc1nn2cc(-c3ccccc3)nc2[nH]c1=O

assay / compound	11	34	15
Jurkat NFkB inh	-39	-12	-15
tim10-1 inh	38	-6	-4
TIM10 inh	28	-5	-9
tim23-1 inh	35	6	2
Mdm2-MdmX inh	-14	-34	7
697 NFkB inh	-113	-5	-92
UPR XBP1 act	0	-1	0
CHOP UPR activ	3.1	-1.4	-0.7

# More entries follow:
57	O=C1NCCCC1C(=O)N/N=C/c1ccc(Cl)cc1 (centres undefined)
58	CCn1c(=O)c(=O)[nH]c2cc(C(=O)Nc3ccc(S(=O)(=O)N4CCCC4)cc3)ccc21
59	C[C@H]1CN=C(N(C)C)N1CC1CCCCC1
60	CCN(CC)CCNC(=O)c1cn(-c2ccccc2)nc1-c1cccs1
61	CC(=O)Nc1ccc(S(=O)(=O)N2CCN(Cc3ccccn3)CC2)cc1

assay / compound	57	58	59	60	61
Jurkat NFkB inh	-5	-1	-4	-5	7
tim10-1 inh	-6	5	5	8	-1
TIM10 inh	10	3	6	-7	1
tim23-1 inh	9	-7	2	13	8
Mdm2-MdmX inh	-5	9	6	2	3
697 NFkB inh	-3	9	-1	-8	10
UPR XBP1 act	-1	-2	-1	0	-1
CHOP UPR activ	-1.7	1.2	-1.4	-1.9	-0.9
